# Screening data deposited in PubChem by several laboratories.
# PLK1 kinase inh – PLK1 (human) kinase inhibition; P53350; recombinant PLK1 kinase, TR-FRET peptide phosphorylation; inhibition, % at 10 µM; 97,000 compounds, 0.53% hits;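 active = inhibition of 50% or more in the single-concentration screen; inactive = inhibition below 50%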;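 note: 0% = DMSO max control and 100% = H-89 dihydrochloride min control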
# Target sequence (P53350 whole entry, looked up): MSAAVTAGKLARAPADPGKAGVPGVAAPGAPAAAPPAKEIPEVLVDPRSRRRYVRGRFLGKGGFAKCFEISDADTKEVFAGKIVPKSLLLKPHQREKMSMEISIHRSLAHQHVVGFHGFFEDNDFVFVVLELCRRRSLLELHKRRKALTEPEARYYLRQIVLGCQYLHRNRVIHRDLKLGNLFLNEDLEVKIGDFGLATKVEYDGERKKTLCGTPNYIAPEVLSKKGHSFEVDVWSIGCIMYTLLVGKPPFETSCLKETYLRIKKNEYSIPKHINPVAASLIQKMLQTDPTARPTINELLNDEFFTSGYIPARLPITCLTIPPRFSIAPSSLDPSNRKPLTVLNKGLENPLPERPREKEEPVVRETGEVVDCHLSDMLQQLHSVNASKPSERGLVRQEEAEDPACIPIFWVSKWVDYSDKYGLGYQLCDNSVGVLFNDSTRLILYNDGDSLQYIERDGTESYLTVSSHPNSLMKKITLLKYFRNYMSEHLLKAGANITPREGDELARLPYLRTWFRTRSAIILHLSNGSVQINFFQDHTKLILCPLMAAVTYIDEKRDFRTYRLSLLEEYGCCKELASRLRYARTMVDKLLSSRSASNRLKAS
# CYP2C9 inhib – human CYP2C9 inhibition; CYP2C9 Supersomes, luciferin-H conversion, luminescence; inhibition, % at 5 µM; P11712; 96,000 compounds, 20% hits; AID 777;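 active = blocking of liver enzyme CYP2C9 beyond about 50% at 5 µM, limit read from the data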; note: values of inactives mirror those of a sister screen read the other way
# PTPN22 act – activators of human LYP (PTPN22) phosphatase; 96,000 compounds, 0.11% hits; recombinant LYP, DiFMUP fluorescence; 0 = plate median, 100 = signal doubled; Q9Y2R2; activation, % at 2 µM; AID 697;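 active = activation at 2 µM above a set limit, the mean plus 5 SD, cut at about 37% in these data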
# PTPN22 inh 2 – inhibitors of human LYP (PTPN22) phosphatase. recombinant LYP catalytic domain, DiFMUP fluorescence. inhibition, % at 2 µM. 96,000 compounds, 0.21% hits;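 active = inhibition at 2 µM at or above a set limit, the screen mean plus 3 SD, cut at about 24% in these data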;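 note: 0% = DMSO with enzyme and 100% = enzyme fully blocked by orthovanadate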
# HIV Rev-RRE inh – inhibitors of HIV-1 Rev-RRE RNA interaction. Rev peptide-RRE RNA binding, FRET. 97,000 compounds, 0.79% hits. inhibition, % at 8 µM;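 active = inhibition above the screen-wide mean plus 3 SD, cut at about 35% in these data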;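 note: 0% = median DMSO wells and 100% = median Neomycin B control wells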
# Target sequence (P05866 whole entry, looked up): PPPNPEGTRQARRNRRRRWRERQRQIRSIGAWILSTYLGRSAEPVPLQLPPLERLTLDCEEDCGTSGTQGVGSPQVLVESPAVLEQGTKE
#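 Test system – labelled RRE RNA duplex and labelled Rev peptide · Signal – fluorescein-to-Cy5 FRET, 480 nm excitation · Evaluation – % inhibition of FRET ratio versus controls · Benchmarks – DMSO low control, neomycin B high control · Incubation – 5 min RNA-compound premix plus 15 min binding step, 25 °C · Medium – HEPES pH 7.5 salt buffer with EDTA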
# CYP2C9 act – activators of human CYP2C9; P11712; recombinant CYP2C9, luciferin-H conversion, luminescence; active compounds read high; factor 1 = untreated enzyme, 0 = blocked; activation factor at 5 µM; 96,000 compounds, 1.4% hits; AID 1024;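 active = activation factor of 2 or more for CYP2C9 at a 5 µM dose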;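 note: 0 = sulfaphenazole-blocked wells and 1 = vehicle-only wells; values of inactives mirror those of a sister screen read the other way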
# EphB4 antag – EphB4-ephrin-B2 interaction antagonism. P54760. EphB4 LBD / TNYL-RAW-Alexa532 peptide, fluorescence polarization. inhibition, % at 7 µM. 97,000 compounds, 0.15% hits;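 active = inhibition above the screen-wide mean inhibition plus 3 SD, cut at about 15% in these data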;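 note: 0% = DMSO wells and 100% = excess unlabeled TNYL-RAW peptide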
# PLK1 PBD inh – blocks phosphopeptide binding to human Plk1 polo box domain; AID 693; Plk1 PBD phosphopeptide binding, fluorescence polarization; inhibition, %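 (tested at about 20 µM)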; 97,000 compounds, 0.13% hits; in the data active = inhibition above about 34%, passing the limit was not always enough
# Candida biofilm – kills Candida albicans biofilms; C. albicans biofilm + clotrimazole, Alamar Blue; 85,000 compounds, 0.14% hits; AID 834; inhibition, % at 6 µM;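 active = inhibition above 20%; inactive = inhibition below 20%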;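 note: preformed 24 hr biofilms exposed to compound for 48 hr; 0% = biofilm without compound and 100% = blank killed by clotrimazole plus chlorhexidine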
# An asterisk follows results filed as active; . = no result given.
structure,PLK1 kinase inh,CYP2C9 inhib,PTPN22 act,PTPN22 inh 2,HIV Rev-RRE inh,CYP2C9 act,EphB4 antag,PLK1 PBD inh,Candida biofilm
O=c1c2ccccc2[nH]c(=S)n1C1CCCCC1,-9,0,-7,5,0,1,0,25,5
Cc1ccc(/C=N/n2nnnc2N)o1,-12,-1,-16,19,3,1,-5,10,7
COc1ccc(CC(NC(C)=O)C(=O)N2CCN(C(=O)Nc3cccc(Cl)c3)CC2)cc1OC (stereo not drawn),-11,.,-4,4,0,.,-2,-6,3
O/N=C1\CCCc2oc3c(c21)CCCC3,-8,-9,0,-5,4,1.1,-9,2,-2
CCOC(=O)c1c2n(c3ccc(O)cc13)CCCCC2,-11,-1,-2,3,8,1,3,-2,5
CC(=O)c1ccc(NC(=O)c2cn(-c3ccccc3)nc2-c2ccncc2)cc1,-5,.,.,.,4,.,2,6,.
CCOC(=O)CCC(=O)N1CCOCCN(C(=O)CCC(=O)OCC)CCOCC1,-6,9,-3,2,2,0.9,-1,11,6
CC(C)=CC(=O)Nc1nnc(-c2ccccc2)s1,-15,-45,-8,10,6,1.5,-1,-34,.
COc1ccc(C(=O)Nc2cccc(-c3nc4ncccc4o3)c2C)cc1OC,-19,-2,3,-5,8,1,0,1,-3
Cc1ccc(C(=O)/C=C/c2cn(CN3CCN(C)CC3)c3ccccc23)cc1,1,79*,1,0,8,0.2,-2,-6,8
Cn1c(=O)cc(OCC(=O)Nc2ccccn2)c2ccccc21,-6,35,1,2,2,0.7,1,13,10
CC(=O)NC1(C2CCCCC2=O)CCCCC1 (stereo not drawn),-11,11,-3,2,7,0.9,5,-13,2
N#CCSc1nc2ccc(N3CCOCC3)cc2c(=O)n1CCc1ccccc1,-4,31,3,-3,-1,0.7,-9,-3,7
Cc1cccc(OCc2nnc(SCC(=O)NCCc3ccccc3)o2)c1,2,-3,-2,3,4,1,-8,-13,5
COc1ccc(-n2nnnc2SCC(=O)Nc2nnc(C)s2)cc1,0,54*,1,0,-1,0.5,-3,-11,.
CC(C)c1nnc(NC(=O)c2cccc(-n3cnnn3)c2)s1,-4,-4,7,-7,-5,1,-9,-11,6
CC(C)(C)C1(C)OC(C(=O)NC2CCCCC2)C(C(=O)NC2CCCCC2)O1 (stereo not drawn),-1,12,-1,-3,-7,0.9,-14,-21,4
COc1ccc(-n2cnnc2SCC(=O)N2CCN(c3ccccc3)CC2)cc1,-1,7,-10,7,4,0.9,10,-24,8
C=CCN1C(=O)CC(C(=O)NC)SC1=Nc1ccc(C(=O)OCC)cc1 (stereo not drawn),-10,25,12,-12,7,0.7,-3,0,-1
CCS(=O)CCSC(=N)N (stereo not drawn),-14,-4,8,-6,4,1,0,-11,3
CCC(C)NS(=O)(=O)c1ccc(NS(C)(=O)=O)cc1 (stereo not drawn),-7,-10,-1,5,6,1.1,-2,11,5
Cc1c(NC(C)c2ccccc2O)c(=O)n(-c2ccccc2)n1C (stereo not drawn),-17,10,8,-7,-1,0.9,0,0,4
CCOC(=O)C(C)N1C(=O)S/C(=C/c2cc(C)n(-c3ccccn3)c2C)C1=O (stereo not drawn),-8,34,7,-5,0,0.7,-3,2,2
COc1cc(NC(=O)Nc2ccccc2)c(OC)cc1NC(=O)CN1CCCCC1,-11,28,7,-10,9,0.7,15,21,-2
COc1ccc(C(=O)NC(=S)NCCO)cc1Br,0,-3,-1,3,7,1,3,-34,.
CSc1n[nH]c(NC(C)=O)n1,-5,-11,0,5,4,1.1,-1,-1,.
CNc1nc(-c2ccccn2)nnc1-c1ccccc1,-7,15,0,1,3,0.8,1,13,-6
COC(=O)c1c(C(=O)OC)c(-c2ccccc2)n2c1CCC2,-12,-7,-1,4,-1,1.1,-1,-3,.
Cc1cc(C(F)(F)F)nn1-c1nc(-c2ccco2)cc(C(F)(F)F)n1,-7,3,5,-8,5,1,-9,-33,7
O=C1CN(C(=O)COC(=O)CCC(=O)c2ccc3c(c2)OCCO3)c2ccccc2N1,3,-10,5,-7,2,1.1,-4,23,4
Cc1cccc(C(=O)n2c(=S)nc3ccccn32)c1,-9,-2,-1,1,3,1,2,-16,0
COCCOC(=O)c1c(C)n(C)c2ccc(OC(=O)c3ccco3)cc12,-10,12,-4,6,7,0.9,-3,-12,-2
O=C(CC(c1ccccc1)c1cc(Br)ccc1O)NCc1ccco1 (stereo not drawn),-15,99*,7,-6,6,0,-5,15,8
CCc1ccc2c(c1)cc(CN(C(=S)Nc1ccccc1C)C1CC1)c1nnnn12,-12,45,.,.,-8,0.5,5,-8,.
CCOC(=O)C1=C(O)/C(=C/c2cn(CC(=O)NCC3CCCO3)c3ccccc23)SC1=Nc1ccc(C)cc1 (stereo not drawn),-7,.,-19,19,41*,.,0,10,3
O=S(=O)(Nc1nc2ccccc2[nH]1)c1ccc(Cl)cc1,61*,6,-5,3,1,0.9,-3,12,3
CCN1CCN(c2nc3c(c(=O)[nH]c(=O)n3C)n2CCCSc2ncccn2)CC1,-11,-13,-2,1,6,1.1,3,-1,9
O=C(/C=C/c1cc2c(cc1Br)OCO2)NCc1ccc(Cl)cc1,-10,-6,-3,6,8,1.1,6,-7,.
CCN1C(=O)/C(=C/c2ccc(C)s2)SC1=Nc1ccc(OC)cc1,-5,47,0,3,9,0.5,-2,6,.
CC(C)NCC(=O)NC12CC3CC(CC(C3)C1)C2,-1,2,15,-13,0,1,-5,19,6
CCN1C(=O)/C(=C\N2CCCc3ccccc32)SC1=S,-26,2,-3,4,11,1,1,-26,0
CCCSc1nc2c(cnn2-c2ccc(Cl)cc2)c(=O)[nH]1,-16,2,-2,0,5,1,-6,-17,.
Cc1ccc(S(=O)(=O)N2CCN(C)CC2)cc1[N+](=O)[O-],-1,-34,-6,10,4,1.3,5,5,.
Cc1ccc2[nH]c3c(=O)n(CCN4CCOCC4)cnc3c2c1,-7,-4,8,-5,3,1,0,7,1
O=C(COc1ccccc1)N1CCN(S(=O)(=O)Cc2ccccc2)CC1,-14,22,-3,4,3,0.8,-10,0,6
CC(=O)c1cccc(NC(=O)Nc2cnn(Cc3ccc(Cl)cc3Cl)c2)c1,-31,-3,24,-21,15,1,-6,-17,8
CCC(C)N1CC(C(=O)O)CC1=O (stereo not drawn),-6,3,16,-12,0,1,-6,5,3
Cc1ccc2nc3sc(C(=O)NCc4ccco4)c(N)c3cc2c1,-8,.,-6,6,37*,.,-5,-13,7
Cn1cnnc1SCNC(=O)C(F)(F)F,0,25,12,-12,5,0.7,-2,-26,3
O=C(NCCC1=CCCCC1)c1ccc(Cl)c(S(=O)(=O)Nc2ccccc2)c1,-5,69*,-7,12,13,0.3,6,19,.

# Single records, from the list above:
# Shown for CSc1n[nH]c(NC(C)=O)n1 = PLK1 kinase inh = -5; CYP2C9 inhib = -11; PTPN22 act = 0; PTPN22 inh 2 = 5; HIV Rev-RRE inh = 4; CYP2C9 act = 1.1; EphB4 antag = -1; PLK1 PBD inh = -1; Candida biofilm = .
# Shown for CCN1CCN(c2nc3c(c(=O)[nH]c(=O)n3C)n2CCCSc2ncccn2)CC1 = PLK1 kinase inh = -11; CYP2C9 inhib = -13; PTPN22 act = -2; PTPN22 inh 2 = 1; HIV Rev-RRE inh = 6; CYP2C9 act = 1.1; EphB4 antag = 3; PLK1 PBD inh = -1; Candida biofilm = 9

# Going on with the list.
structure,PLK1 kinase inh,CYP2C9 inhib,PTPN22 act,PTPN22 inh 2,HIV Rev-RRE inh,CYP2C9 act,EphB4 antag,PLK1 PBD inh,Candida biofilm
CCOC(=O)CCC(NC(=O)c1cncc(O)c1)C(=O)OCC (stereo not drawn),-13,-11,-5,8,6,1.1,6,-32,-2
C=C(c1ccc(OCCO)cc1)c1ccc(OCCO)cc1,-11,33,-2,4,2,0.7,-7,-1,0
CC1(C)C2CCC1(CS(=O)(=O)NCc1ccc(C(=O)O)cc1)C(=O)C2 (stereo not drawn),-5,2,0,-3,3,1,-3,-17,4
Cc1ccc(C(=O)c2cncc(Br)c2)cc1,-10,18,-5,1,2,0.8,4,-5,7
CCn1c(CNC(=O)Cc2ccc(OC)cc2)nnc1SCC(=O)Nc1nccs1,-7,-8,-6,5,0,1.1,-4,1,2
Cc1c(C#N)c(N=CN(C)C)c(C(=O)c2ccc(Br)cc2)n1-c1ccc(Cl)cc1,-7,49,-6,6,21,0.5,-3,-31,2
CC(=O)c1cccc(N(C(=O)c2cnccn2)C(C(=O)NCc2ccccc2)c2ccco2)c1 (stereo not drawn),23,23,-9,9,2,0.8,-6,-12,4
CCCc1c(O)nc(SCCN(CC)CC)[nH]c1=O,-6,-6,-9,11,4,1.1,-5,-23,2
CSc1nncn1/N=C/c1ccc2c(c1)OCO2,19,2,-5,2,7,1,-4,-14,2
COC(=O)/C(=C\Nc1cccc(Cl)c1C)c1ncc(C(F)(F)F)cc1Cl,-14,22,-8,9,14,0.8,8,1,-8
OCCNc1nc(NCCC2=CCCCC2)nc(N2CCOCC2)n1,-4,20,-11,12,0,0.8,-3,-34,7
CCN(CC)C(=O)C(=O)Nc1cc(C(F)(F)F)ccc1Cl,-1,-44,-2,3,12,1.4,-7,-11,4
CCCCNC(=O)CS(=O)Cc1nc(-c2cccc(Cl)c2)oc1C (stereo not drawn),65*,62*,.,.,7,0.4,2,-1,10
N#Cc1c2c(c(NCc3ccco3)n3c1nc1ccccc13)CCC2,-3,36,4,-8,20,0.6,5,-9,7
O=C(COC(=O)c1ccccc1-c1ccccc1[N+](=O)[O-])c1ccccc1,-12,.,2,-1,10,.,-8,-2,9
O=C(O)CC(CC(=O)Nc1nncs1)c1ccccc1 (stereo not drawn),-13,-8,-1,-1,11,1.1,1,-15,5
COC(=O)CCC(=O)NNC(=O)c1ccc(Br)cc1,-12,-10,1,4,7,1.1,4,-10,.
CC(=O)c1cc2c(cc1NC(=O)c1cc3nc(C(C)C)cc(C(F)(F)F)n3n1)OCO2,-12,29,7,-8,0,0.7,-9,18,7
CCN1C(=O)C2C(c3cccc(F)c3)NC(C)(C(=O)OC)C2C1=O (stereo not drawn),-10,5,-8,9,3,1,6,-6,8
COc1ccc(-c2noc(CCCOc3ccc(Cl)cc3Cl)n2)cc1,1,-23,-4,5,14,1.2,-2,4,8
Cc1csc(NC(=O)CSc2nc(C)cs2)n1,-15,14,14,-18,-3,0.9,7,-17,2
Nc1ccc2nc(-c3cccs3)[nH]c2c1,-14,.,-11,6,6,.,1,-33,5
CC1(C)CC(=O)c2cnc(NCC3CCCO3)nc2C1 (stereo not drawn),-4,-6,-12,14,5,1.1,7,10,8
Cc1noc2ncnc(Sc3ccccc3Cl)c12,-2,68*,2,-3,-2,0.3,-3,-7,4
CC1CCN(CCCNC(=O)C2CCC(=O)N2C2CCCC2)CC1 (stereo not drawn),-15,9,6,-7,9,0.9,4,-15,3
COc1ccc(-c2nc(CSCC(=O)NCc3ccco3)c(C)o2)cc1,10,28,3,-5,-2,0.7,3,-22,.
CCCCNC(=O)CCn1nc(-c2ccccc2)ccc1=O,1,-7,12,-14,-3,1.1,-8,-24,0
